MCF10A rerep = DNA re-replication induction in MCF 10a cells; hit rate 2.9% among 350,000; MCF 10A DNA re-replication, Hoechst nuclear intensity, 48 h; AID 624296; Potency, µM (series often up to 46.1 µM), without a hit: at the highest dose activity, positive = re-replication, usual class: activators; also: % of control where 0% means no effect; nearly all actives have a fitted effect of over 50% in size
S2 tox = viability counter-screen for ATXN expression inhibitors | S2 cells (HEK-293 line with an ATXN2-luciferase reporter) viability, CellTiter-Fluor protease fluorescence, 24 h | AID 651635 | Potency, µM (highest dose often 56.7 µM), usual class: cytotoxic | hit rate 0.49% among 400,000; also: nearly all actives have a fitted effect of over 40% in size
Nrf2 ARE act = activates Nrf2 signaling; AREc32 ARE-luciferase reporter (MCF7-derived line), luminescence, 24 h; Potency, µM (series often up to 46.1 µM), for the others: top-dose activation, actives largely listed as activators; hit rate 0.31% among 410,000; also: % of control where 0% means no effect; nearly all actives have a fitted effect of over 65% in size
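For detection, Steady-Glo was added and plates sat 30 min at RT; before that, AREc32_Fluc cells grown overnight in OPTI-MEM/5% FBS had been treated with 23 nL compound for 24 hr at 37 deg C.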
ATXN2 expr inh = reduces ATXN2 reporter expression in HEK-293 cells | HEK-293 ATXN2-luciferase reporter, luminescence, 24 h | Potency, µM (series often up to 57 µM), for inactives: at the highest dose activity change, negative = inhibition, hits mostly inhibitors | hit rate 0.72% among 360,000 | AID 1745845; also: % is scaled to controls: 0 for no effect and ±100 for the full control effect; nearly all actives have a fitted effect of over 55% in size
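qHTS (up to 57 uM final) was run with 24 h compound exposure of reporter cells at 37 °C. Each well was multiplexed: SteadyGlo luminescence measured ATXN2-luciferase expression after a fluorogenic Gly-Phe-AFC viability readout (25 uM final).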
HepG2 viability = kills HepG2 cells in TGF-b inhibitor counter-screen; HepG2 CAGA-GFP viability, ATP luminescence, 18 h; Potency, µM (series often up to 46.1 µM), for the others: top-dose activity change, negative = cytotoxicity, most hits filed as cytotoxic; hit rate 0.76% among 410,000; also: some results filed as inactive show a strong effect at the top dose
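CellTiter-Glo luminescence gave cytotoxicity after 18 hours at 37 degrees C. The cells were HepG2 CAGA-GFP in 1% FBS DMEM, stimulated with 500 pg/mL TGF-beta after compound addition. %Activity was normalised to no-cell wells (complete cell-killing) and DMSO (no toxicity), and curves were fitted and classified.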
A549 tox = A549 cytotoxicity, counter-screen for Nrf2 inhibitors; A549 ARE-Fluc cells, CellTiter-Fluor viability, 18-24 h; Potency, µM (titrated, usually from 46 µM), for the others: at the highest dose activity change, negative = cytotoxicity, hits mostly inhibitors; hit rate 0.16% among 390,000; AID 504648; also: % is scaled to controls: 0 for no effect and ±100 for the full control effect
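A549 ARE_Fluc cells in 5% FBS OPTI-MEM were exposed to compounds in concentration-response for 18-24 h at 37 deg C. Viability was read by CellTiter-Fluor fluorescence (Ex 405/Em 525) after 30 min, before the luciferase read.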
Nrf2 block = Nrf2 pathway inhibition | A549 ARE-Fluc reporter, luciferase luminescence, 18-24 h | Potency, µM (doses to about 46 µM), without a hit: at the highest dose activity change, negative = inhibition, most hits filed as inhibitors | hit rate 2.1% among 360,000; also: % is scaled to controls: 0 for no effect and ±100 for the full control effect; nearly all actives have a fitted effect of over 60% in size
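Nrf2 function is reported as luminescence of an ARE-controlled luciferase in A549 cells. Compounds were tested at several concentrations, and a CellTiter-Fluor read on the same wells flagged cytotoxicity.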
TGFb inhibitor = TGF-b pathway inhibition; hit rate 1.2% among 410,000; Potency, µM (titrated, usually from 46.1 µM), for the others: at the top dose activity, negative = inhibition, most hits filed as inhibitors; AID 588855; HepG2 CAGA-GFP TGF-b/SMAD3 reporter, GFP fluorescence, 18 h; TGF-beta stimulated, 500 pg/mL final; also: % is scaled to controls: 0 for no effect and ±100 for the full control effect; nearly all actives have a fitted effect of over 65% in size
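Read-out: total well GFP (ex488/em500-530) summed from mean per-cell fluorescence. Cells: HEPG2 CAGA-GFP, 1% FBS DMEM, 18 h at 37 degrees C with 500 pg/mL final TGF-beta. Unstimulated wells served as the full-inhibition control; stimulated DMSO wells = 0%.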
EPAC2 antagonist = EPAC2 (human) antagonism; Q8WZA2; Potency, µM (top dose mostly 114 µM), without a hit: at the highest dose activity, negative = inhibition, actives largely listed as inhibitors; hit rate 0.18% among 360,000; EPAC2 GEF exchange of Rap1B-BODIPY-GDP, fluorescence; AID 720708; also: % is scaled to controls: 0 for no effect and ±100 for the full control effect; nearly all actives have a fitted effect of over 45% in size; many of its hits are not listed in these tables
Target sequence (Q8WZA2 whole entry, looked up): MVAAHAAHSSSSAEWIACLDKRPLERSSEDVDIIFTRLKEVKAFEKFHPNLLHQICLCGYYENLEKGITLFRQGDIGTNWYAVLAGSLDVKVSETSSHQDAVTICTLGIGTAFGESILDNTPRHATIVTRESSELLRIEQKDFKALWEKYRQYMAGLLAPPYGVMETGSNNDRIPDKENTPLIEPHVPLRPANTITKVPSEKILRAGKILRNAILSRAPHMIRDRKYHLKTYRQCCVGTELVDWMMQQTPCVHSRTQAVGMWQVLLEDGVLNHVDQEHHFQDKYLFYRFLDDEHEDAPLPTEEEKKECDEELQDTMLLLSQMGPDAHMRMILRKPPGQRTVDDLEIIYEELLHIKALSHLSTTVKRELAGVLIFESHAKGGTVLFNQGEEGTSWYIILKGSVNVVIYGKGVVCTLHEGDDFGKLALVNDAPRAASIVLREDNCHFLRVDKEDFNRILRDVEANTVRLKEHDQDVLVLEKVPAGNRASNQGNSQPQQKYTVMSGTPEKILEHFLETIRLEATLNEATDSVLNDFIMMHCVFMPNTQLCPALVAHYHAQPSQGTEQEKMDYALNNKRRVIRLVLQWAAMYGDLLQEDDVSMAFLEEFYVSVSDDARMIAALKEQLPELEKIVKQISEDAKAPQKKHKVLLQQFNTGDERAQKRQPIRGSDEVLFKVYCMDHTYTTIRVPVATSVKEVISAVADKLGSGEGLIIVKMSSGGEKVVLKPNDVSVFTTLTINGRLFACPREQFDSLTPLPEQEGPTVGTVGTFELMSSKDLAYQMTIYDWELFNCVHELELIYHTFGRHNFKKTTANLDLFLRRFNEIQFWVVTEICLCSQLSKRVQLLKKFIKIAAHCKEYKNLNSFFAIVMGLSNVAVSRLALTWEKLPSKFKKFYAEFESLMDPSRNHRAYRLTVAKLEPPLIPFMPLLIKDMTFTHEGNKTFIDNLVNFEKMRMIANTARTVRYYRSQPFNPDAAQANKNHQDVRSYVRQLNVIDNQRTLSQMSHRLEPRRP
Numbers without * were called inactive; i = inactive; ? = inconclusive; . = no result given; & = joins results of further samples; [ ] = remark or other dose. Calls follow the shape of the dose curve; as a rule, active = well fitted curve in the direction sought with a large enough effect; inconclusive = small, poorly fitted or top-dose-only effect, or another doubt; inactive = no such curve, though single readings can be large; an effect the other way counts as inactive or inconclusive. Potency is read from the fitted curve at half-maximal effect.

Screens in order: MCF10A rerep, S2 tox, Nrf2 ARE act, ATXN2 expr inh, HepG2 viability, A549 tox, Nrf2 block, TGFb inhibitor, EPAC2 antagonist
> Cc1ccc(C)c(NC(=O)c2nn(C)c3c2CS(=O)(=O)c2ccccc2-3)c1
  ., i, -0.2%, 4%, 2%, 9%, 1%, -1%, .
> COC(=O)CC1c2cc(OC)c(OC)cc2CC(=O)c2cc(OC)c(OC)cc21 (configuration not stated)
  -3%, i, 0.1%, -10%, 3%, 1%, 11%, ?, 3%
> NC(=O)NCCN1CCN(c2ncc(C(F)(F)F)cc2Cl)CC1
  2%, i, -0.4%, -4%, -1%, -2%, 22%, 7%, 5%
> CC(c1cccs1)N(Cc1ccco1)C(=S)Nc1ccccc1Cl (configuration not stated)
  ?, i, -0.2%, -22%, -9%, 7%, ?, -21%, -5%
> O=C(Cn1cnc2c(nnn2-c2cccc(Cl)c2)c1=O)N1CCCC1
  4%, i, -0.4%, -4%, 6%, -14%, -1%, 13%, 11%
> CC(=O)Nc1ccc(Oc2cc(NC(C)=O)cc([N+](=O)[O-])c2)cc1
  ?, i, 0.6%, -5%, 7%, 1%, ?, 19%, -3%
> COC(=O)c1ccc(CNS(=O)(=O)c2ccc3ccccc3c2)cc1
  11%, i, 0.2%, -6%, 11%, 7%, 6%, 15%, -1%
> CC(=O)c1c(N2CCOCC2)nc(=S)n(-c2ccccc2)c1C
  0%, i, -0.5%, 3%, 2%, 3%, 7%, -5%, -2%
> Cc1cccc(N(CC(=O)Nc2ccccc2F)S(C)(=O)=O)c1
  17%, i, -0.4%, -7%, -3%, 9%, -3%, -1%, -4%
> CS(=O)(=O)N1CCN(c2ccccc2NC(=O)c2ccco2)CC1
  -1%, i, -0.5%, -1%, 8%, 18%, 25%, 2%, 4%
> COc1ccc(N2CC3=C(C2=O)C(c2ccc(O)c(OC)c2)NC(=O)N3C)cc1 (configuration not stated)
  ., i, -1.0%, -1%, -7%, 2%, -2%, 0%, .
> COc1cc(NC(=O)c2cnn(-c3cccc(F)c3)c2C2CCNCC2)cc(OC)c1OC
  ., i, -0.1%, 0%, 3%, 7%, ?, 13%, .
> NC(=O)C1(N2CCCCC2)CCN(CC(=O)Nc2ccc(Oc3ccccc3)cc2)CC1
  3%, i, 0.5%, -32%, -23%, -9%, ., 12%, 3%
> Cc1ccc(O)c(C(=O)c2cc(C(=O)NCCc3ccccc3)c(=O)n(CCc3ccccc3)c2)c1
  ?, i, 0.5%, -20%, 10%, 2%, 25%, -6%, -1%
> Cc1cc(Cl)ccc1NS(=O)(=O)c1c(C(=O)N2CCC(C)CC2)c(C)n(C)c1C
  ., ., -0.6%, ., -19%, -8%, ., -3%, .
> OC[C@H](O)[C@H](O)[C@@H](O)[C@@H](O)[C@@H]1SC(c2ccccc2)=NN1c1ccccc1
  ?, ?, 10%, -25%, -36%, -3%, -1%, -11%, 2%
> Cc1ncc(CO)c(/C=N/NC(=O)c2ccccc2Br)c1O
  -3%, ., -0.7%, -11%[11.3 µM], -7%, -1%, -12%, -5%, 7%
> Cc1ccc(C(=O)Nc2ccc3c(c2)OCCO3)c(C)c1
  -8%, i, -0.9%[9.22 µM], 5µM*, -30%, -4%, ?, 10%, -14%
> C=CCNC(=O)/C(=C\c1ccco1)NC(=O)c1ccco1
  -3%, i, -0.8%, -8%, 21%, -3%, 2%, -11%, -1%
> CN(CC(=O)Nc1ccccc1Cl)CC(=O)N(C)c1c(N)n(Cc2ccccc2)c(=O)[nH]c1=O
  -1%, i, -0.3%, 0%, -2%, 5%, -1%, -1%, 3%
> CCSc1nc(=O)c2c(n1C)NC(=O)CC2c1ccc(O)cc1OC (configuration not stated)
  ., i, -0.8%, 13%, -4%, -1%, 18%, -7%, .
> Cc1ccc(Nc2cc(C)nc3nnnn23)cc1
  0%, i, 0.3%, 4%, 9%, -1%, 6%, -2%, 1%
> CCC(C)[C@H](NC(=O)[C@H](Cc1ccccc1)n1c(=O)[nH]c2ccccc2c1=O)C(=O)N1CCC[C@@H]1C(=O)O (some centres not stated)
  17%, i, 0.1%, 1%, -1%, 7%, 8%, 20%, 16%
> CCOc1ccc(CN(CCC#N)C(=S)NC(=O)c2ccccc2)cc1
  ?, i, 7.6%, ., -40%, 16%, 2%, -22%, 8%[57.1 µM]
> O=C(c1ccc(Cl)cc1)N(Cc1ccccc1F)N1C(=O)CCCC1=O
  3%, i, -0.8%, 1%, 20%, 4%, 22%, 0%, 1%
> CCNS(=O)(=O)c1ccc2c(c1)n(C)c(=O)n2C
  -4%, i, -0.4%, 13%, 3%, -4%, -29%, -3%, 2%
> C[C@@H]1CN([C@@H](C)CO)C(=O)CCCn2nncc2CO[C@@H]1CN(C)C(=O)CCC(F)(F)F
  ., i, 0.3%, 1%, 0%, ., ., 9%, -2%
> O=C(Cn1c(=O)nc(-c2ccccc2)c2cc(Cl)ccc21)NCCc1ccccc1
  ., ., -0.8%, ., 1%, 1%, ., -2%, .
> Cc1cccc2cc(C#N)c(SCC#N)nc12
  5%, i, -0.5%, ., 2%, -4%, -5%, 0%, 10%[57.1 µM]
> C/C(=N\NC(=O)c1ccc(N2CCCC2=O)cc1)c1ccc(O)cc1O
  8%, i, -1.9%, ?, -33%, 1%, -12%, -3%, -20%
> CCn1nc(C)c(C2C(C#N)=C(N)OC3=C2C(=O)CC(C)(C)C3)c1C (configuration not stated)
  5%, i, 0.3%, 1%, 8%, -2%, ?, -3%, 15%
> Cc1ccc(OCC(=O)Nc2ccc(N3CCN(C(=O)c4ccc(C)cc4)CC3)cc2)cc1
  -16%, i, -0.5%, -11%, -7%, 6%, -9%, 0%, 5%
> COc1ccc(OC)c(S(=O)(=O)N2CCCC(C(=O)NCCN3CCOCC3)C2)c1 (configuration not stated)
  1%, i, -0.7%, -8%, 1%, -11%, 2%, 13%, 16%
> COc1ccc(CCNC(=O)c2c(O)c3c([nH]c2=O)CCCC3)cc1OC
  ?, i, -0.2%, -1%, 5%, -12%, ?, 3%, 5%
> COc1ccc(-c2noc(-c3ccc(N4CCCCC4)c([N+](=O)[O-])c3)n2)cc1
  ., i, -1.2%, 5%, -6%, 0%, ?, -30%, .
> Cc1nn(Cc2cccc(F)c2)c(C)c1NC(=O)c1ccc(COc2ccccc2Cl)cc1
  ?, ?, -0.2%, 3.2µM*, 2%, ?, 10µM*, ?, 1%
> NNC(=O)Cn1nc2n(c1=O)-c1ccccc1SC2
  -1%, i, 0.4%, 5%, 32%, 6%, -13%, 34%, 4%
> CN(C)c1ccc(NC(=O)CSC2=Nc3ccccc3C3=NC(CC(=O)NCc4ccccc4)C(=O)N23)cc1 (configuration not stated)
  ., ., 5.6%, ., 2%, 1%, ., ?, .
> COc1ccc(-n2c(SCC(=O)O)nc3sc4c(c3c2=O)CCC4)cc1
  22%, i, -0.2%, -33%, -3%, 7%, -7%, -9%, 10%
> COc1ccc(-n2nc3c(c2NC(=O)COc2ccccc2)CS(=O)C3)cc1 (configuration not stated)
  4%, i, -0.5%, -5%, 0%, 1%, 2%, 5%, -2%
> CCOC(=O)C1CCN(C(=O)Cn2nc(C)n3c(cc4cc(F)ccc43)c2=O)CC1
  -8%, i, -0.2%&3.1%, 7%&4%, 5%&2%, 5%&-2%, 19%&10%, -1%&-6%, 2%
> Cc1cc(C(=O)Nc2ccc(Br)cc2)c2ccccc2n1
  -2%, ?, 0.2%, ., -7%, 6%, -12%, 1%, -3%
> O=C(CSc1nccn(-c2ccc(Br)cc2)c1=O)NCc1ccccc1
  19%, ?, 3.3%, -13%, -8%, 2%, 3%, 0%, 0%
> Cn1cccc1C(=O)NC(=O)COC(=O)c1ccc(S(C)(=O)=O)c([N+](=O)[O-])c1
  5.8µM*, ?, -4.2%, ?, -108%&-74%, ?, ?, ?, -3%
> CCCC(=O)Nc1ccc(Cl)c(NC(=O)CC)c1
  -2%, i, 0.2%, 14%, -1%, 3%, 29%, -2%, 12%
> CC1CCN(CC(O)COc2ccc(OCC(O)CN3CCC(C)CC3)cc2)CC1 (configuration not stated)
  -1%, ?, -0.3%, ., -2%, -14%, 2%, 14%, 4%
> Cc1nn(CC(=O)O)c(C)c1NC(=O)c1cccs1
  -2%, i, -0.9%, ., -1%, 0%, -2%, 14%, 5%
> CCN(CC)C(C)C(=O)NCC1(c2ccccc2)CCOCC1 (configuration not stated)
  2%, i, 0.0%, 4%, -2%, -1%, 8%, 5%, 6%
> NCCCC[C@@H](C(=O)N1CCNCC1)n1cc([C@@H](N)CC(N)=O)nn1
  10%, i, 0.3%, -5%, 8%, 2%, -3%, -4%, 7%
> O=C(Nc1ccc(-c2cn3ccccc3n2)cc1)c1ccc(Cl)cc1
  10%, i, -1.4%, -28%, 3%, -1%, -4%, 5%, -7%
> CC(=O)NC1C(O)OC(CO)C(O)C1O (configuration not stated)
  ?, i, -1.0%, 6%, -3%, 1%, 0%, 27%, -12%
> C[C@H]1CN([C@@H](C)CO)C(=O)CCCn2cc(nn2)CO[C@@H]1CN(C)S(=O)(=O)c1ccccc1C#N
  ., i, -0.1%, 2%, 0%, ., ., 24%, 3%
> CNC(=S)N1N=C(c2ccccc2)CC1c1ccc(Br)cc1 (configuration not stated)
  -3%, i, 3.7%, 11%, -7%, -7%, -18%, -21%, 5%
> CC(=O)NC1CC2CCCC(C1)N2S(=O)(=O)c1cccc(F)c1 (configuration not stated)
  ?, i, 2.4%, 14%, 3%, 7%, ?, -7%, 17%
> CSc1ccc(Cl)c(C(=O)N(C)CC(=O)Nc2ccc(N3CCOCC3)cc2)c1
  13%, i, -0.6%, 4%, 11%, -2%, -3%, -4%, 8%
> Cc1cc(C)c2ccc(C(=O)O)nc2c1O
  -2%, i, 0.2%, 5%, -18%, -10%, -15%, 1%, 1%
> O=C(CSC(=S)N1CCCC1)NCC(=O)Nc1ccc(F)c(F)c1
  4%, i, 0.2%, -7%, -25%, -8%, 5%, -7%, -11%

Some entries already given, limited to MCF10A rerep:
| canonical_smiles | MCF10A rerep |
| --- | --- |
| CSc1ccc(Cl)c(C(=O)N(C)CC(=O)Nc2ccc(N3CCOCC3)cc2)c1 | 13% |
| Cc1cc(C)c2ccc(C(=O)O)nc2c1O | -2% |

A portion of the library (hit frequency here may not be typical).
